# DTT redox prof: compounds producing H2O2 with reducing agent – biochemical, NIH compound library profiling, artefact control for MLSCN library redox annotation, primary screen; AID 878, 2007; activation, % at 10 µM; actives 0.03% (n = 200,000); DTT-dependent redox cycling H2O2, phenol red/HRP absorbance; 100% = 100 µM peroxide control, 0% = buffer;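 active means activation of at least 50% relative to the plate's high and low controls in the primary single-dose screen; inactive means activation below 50%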;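 further: compound incubated with DTT at 0.8 mM final as the reducing agent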
# Diaph act CS: compounds boosting diaphorase resazurin reduction – biochemical, uHTS, resorufin fluorescence, counter-screen for diaphorase-coupled primary assays, primary screen; Diaphorase/resazurin coupled assay, 16 min; hits give high values; 1 = vehicle wells, 0 = NADH-free wells; activation factor at 20 µM; actives 0.005% (n = 190,000);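 active means diaphorase activity raised at least twofold by the compound at 20 µM; inactive means activation factor below 2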
#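 Material: Clostridium kluyveri diaphorase, purified enzyme; Quantity: enzyme 0.07 U/mL final; Medium: HEPES pH 7.4 buffer with MgCl2 and Tween 20; Dosing: single compound dose of 20 µM, 1% DMSO final; Schedule: 16 min reaction at room temperature; Measured by: red resorufin fluorescence at 544/590 nm excitation/emission.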
# S1P3 antag: S1P3 receptor antagonists, primary screen, cell-based. AID 485, 2006. inhibition, % at 4.98 µM. Sphingosine 1-phosphate receptor 3 (Homo sapiens), Q99500. CHO S1P3 NFAT-BLA reporter, FRET fluorescence, antagonist mode. actives 0.27% (n = 170,000);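 active means inhibition above the plate cutoff, the mean inhibition of test wells on that plate plus 3 SD, cut at about 28% in these data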;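 further: cells challenged with S1P at its EC80 of 0.8 µM; blue over green emission ratio from cleaved BLA substrate after 4 h stimulation; 0% = S1P-stimulated wells and 100% = unstimulated DMSO-only wells; some compounds past the cut are filed as inactive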
# Target sequence (Q99500 whole entry, looked up): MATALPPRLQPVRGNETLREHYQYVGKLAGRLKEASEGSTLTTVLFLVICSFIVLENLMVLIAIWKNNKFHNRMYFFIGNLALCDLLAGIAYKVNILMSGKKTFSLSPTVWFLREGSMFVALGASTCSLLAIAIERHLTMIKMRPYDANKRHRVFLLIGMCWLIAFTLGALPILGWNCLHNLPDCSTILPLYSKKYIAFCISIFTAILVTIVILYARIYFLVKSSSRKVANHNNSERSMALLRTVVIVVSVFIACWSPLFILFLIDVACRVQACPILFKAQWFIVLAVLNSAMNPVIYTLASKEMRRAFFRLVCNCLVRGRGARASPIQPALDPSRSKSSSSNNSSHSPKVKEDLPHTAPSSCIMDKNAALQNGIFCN
# Lmaj promast: Leishmania major promastigote growth inhibition, primary screen. Leishmania major promastigotes, resazurin fluorescence viability. inhibition, % at 10 µM. actives 9% (n = 200,000). AID 1063, 2008;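 further: promastigotes grown with compound for 44 hours at 28 °C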
# Hsp70 activator: Hsp70 transcriptional activators, primary screen, cell-based, HeLa, Hsp70 promoter luciferase, luminescence, 10 µM | actives 0.04% (n = 200,000) | AID 1203, 2008 | activation, % at 10 µM | HeLa Hsp70 promoter luciferase reporter; scaled: vehicle 0, proteasome-inhibitor control 100%;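 active means activation above the mean across all tested compounds plus 3 SD, cutoff set per campaign, cut at about 5.5% in these data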;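 further: 100% = MG132 at 30 µM as the positive control and 0% = DMSO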
# Diaphorase inh: diaphorase inhibitors and chemical oxidizers, primary screen, counter-screen for diaphorase-coupled primary assays, biochemical, uHTS, resorufin fluorescence; diaphorase resazurin-to-resorufin fluorescence, NADH, 16 min; bacterial (C. kluyveri) enzyme, not human; inhibition, % at 20 µM; actives 0.69% (n = 190,000); AID 1217, 2008;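 active means primary screen inhibition at 20 µM above a set limit, cut at about 50% in these data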;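 further: plate controls were DMSO with full reaction for no effect and wells lacking NADH for full effect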
#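 Test system: Clostridium kluyveri diaphorase enzyme / Quantity: diaphorase at 0.14 U/mL in enzyme working solution / Incubation: 16-min room-temperature incubation before reading / Benchmarks: NADH-free wells as positive control, DMSO-only neutral wells / Signal: resorufin fluorescence 544/590 nm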
# RAM inhibit: inhibitors of the yeast RAM network, primary screen, dse1pr::URA3 reporter, 5-FOA selection; AID 868, 2007; actives 1.8% (n = 190,000); S. cerevisiae dse1pr::URA3 reporter, 5-FOA growth OD615, 2 d; analog-sensitive cbk1-as2 kinase mutant strain; inhibition, % at 50 µM;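 active means inhibition above a set limit, 3 SD over mean compound inhibition, cut at about 8.4% in these data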;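 further: 0% = DMSO-only wells with no growth and 100% = 10 µM 1-NA-PP1 full growth; inhibition rescues growth on 5-FOA so higher OD means more RAM inhibition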
# PMI activator: activators of human PMI, primary screen, biochemical, fluorescence intensity, near-Km mannose 6-phosphate. Mannose-6-phosphate isomerase (Homo sapiens), P34949. purified human PMI, coupled resazurin fluorescence, 20 min; hits give high values; 1 = vehicle control, 0 substrate-free wells. activation factor at 20 µM. actives 0.005% (n = 190,000);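 active means activation factor of 2 or more at 20 µM, relative to plate controls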
# Target sequence (P34949 whole entry, looked up): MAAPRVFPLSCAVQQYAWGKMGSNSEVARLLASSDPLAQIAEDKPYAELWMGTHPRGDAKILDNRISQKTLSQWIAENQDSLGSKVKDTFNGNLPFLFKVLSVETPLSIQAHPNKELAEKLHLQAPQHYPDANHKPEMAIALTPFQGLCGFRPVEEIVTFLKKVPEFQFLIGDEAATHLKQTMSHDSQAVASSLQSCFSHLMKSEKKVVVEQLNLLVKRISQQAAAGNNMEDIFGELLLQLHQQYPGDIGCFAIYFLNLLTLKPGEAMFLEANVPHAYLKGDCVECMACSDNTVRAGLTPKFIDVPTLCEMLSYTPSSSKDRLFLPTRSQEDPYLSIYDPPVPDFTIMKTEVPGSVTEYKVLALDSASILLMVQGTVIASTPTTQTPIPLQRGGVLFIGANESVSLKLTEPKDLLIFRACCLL
# G6PDH CS: L. mesenteroides G6PDH inhibitors, counter-screen for G6PDH-coupled screening assays, biochemical, Leuconostoc mesenteroides enzyme; glucose-6-phosphate dehydrogenase [Leuconostoc mesenteroides]; Purified L. mesenteroides G6PDH, diaphorase/resazurin coupled fluorescence, 45 min; inhibition, % at 5 µM; actives 0.12% (n = 200,000); AID 1020, 2008
# PMI act satM6P: human PMI activators, high substrate, primary screen, biochemical, fluorescence intensity, near-saturating mannose 6-phosphate | Mannose-6-phosphate isomerase (Homo sapiens), P34949 | coupled PMI enzyme assay, resazurin fluorescence, 20 min; hits give high values; 1 = untreated enzyme, 0 = substrate-free blank | activation factor at 20 µM | actives 0.34% (n = 190,000) | AID 1216, 2008;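 active means activation factor of 2 or more at 20 µM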
#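 Material: human phosphomannose isomerase with PGI, G6PDH, diaphorase coupling enzymes; amount: PMI at 15 ng/mL final; also added: Mannose-6-phosphate 1.0 mM (near-saturating) plus 0.22 mM NADP+; incubation: enzyme reaction with compound 20 min at room temperature; signal: resorufin fluorescence (Ex 544/Em 590 nm) from resazurin via diaphorase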
# TLR4-MyD88 BLA: inhibitors of TLR4-MyD88 association in cells, primary screen, cell-based, HeLa CL3-4, BLA complementation, FRET ratio. AID 861, 2007. actives 0.18% (n = 200,000). inhibition, % at 8.4 µM. HeLa CL3-4 TLR4/MyD88 BLA complementation; in the data active means inhibition above about 25%;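 further: 0% = vehicle and 100% = reference inhibitor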
# The depositor's hits bear a star; nt = not tested or not shown. Unless noted, no stated cut-off is given here; in the data, active means inhibition above about 50%; inactive means the rest. Rows were taken by chance (roughly 12% active in at least one column).
SMILES,DTT redox prof,Diaph act CS,S1P3 antag,Lmaj promast,Hsp70 activator,Diaphorase inh,RAM inhibit,PMI activator,G6PDH CS,PMI act satM6P,TLR4-MyD88 BLA
CC1=NN(C(=O)c2ccc(Cn3nc(C)cc3C)o2)C(O)(C(F)(F)F)C1 (stereo not drawn),0.0,0.9,nt,-3,-0.3,8,1.8,1,3,1,-4
CC(=O)N/N=C(\C)CC(=O)Nc1cccc2c1CCCC2,0.4,nt,-9,-7,-0.5,nt,3.5,nt,8,nt,5
CCNc1nc(NCC)nc(SCCOC(=O)COc2ccc(Cl)cc2Cl)n1,-2.6,0.7,nt,-3,-0.3,26,0.1,0.9,3,0.9,0
Cc1nc(NC(=O)c2cc3c(s2)CCCCC3)sc1C(=O)N(C)C,1.6,0.8,2,5,-0.3,17,7.1,0.9,0,1,11
Cc1ccc(C(=O)NC(=C(Cl)Cl)S(=O)(=O)c2ccc(C)cc2)cc1,0.0,0.9,-9,62*,0.1,10,4.5,1,-4,1.1,6
CN1C(=C2C(=O)OC(C)(C)OC2=O)Sc2ccccc21,1.0,1,15,99*,0.0,1,0.8,1.1,6,1,-4
COC(=O)Cc1c(C(=O)OC)nnn1-c1ccc(OC(F)(F)F)cc1,-0.7,1,-33,-7,-0.2,4,1.4,1.1,16,1,0
COc1ccc(NC(=S)NC(NC(=O)c2cccc3ccccc23)C(Cl)(Cl)Cl)c([N+](=O)[O-])c1 (stereo not drawn),0.1,0.9,nt,27,-0.1,15,4.9,0.9,3,0.9,-1
O=C(CSc1nc(O)c(Cc2ccccc2)c(=O)[nH]1)Nc1nnc(SCc2ccccc2)s1,-0.1,1,8,-8,0.0,2,2.6,1,11,0.9,-7
CC(C)CC(=O)NC(=S)Nc1cccc(NC(=O)c2ccccc2Cl)c1,0.1,0.9,nt,18,-0.2,5,1.7,0.9,-4,0.9,0
C=CCNc1nc(S(=O)Cc2ccc(C)cc2)nc2c1CCCC2 (stereo not drawn),-0.8,0.9,7,24,-0.1,14,-0.2,1,-1,1.1,-7
CC(=O)c1ccc(NC(=O)CN2C(=O)CCC2=O)cc1,-0.6,1.1,-9,7,-0.2,-9,-1.3,1.1,8,1.1,-6
CCOc1ccc(N=C2NC(=O)C(CC(=O)Nc3ccc(OC)cc3)S2)cc1 (stereo not drawn),-0.8,1.1,-8,-7,-0.4,-11,1.9,1,0,1.1,7
CC(C)C(NS(=O)(=O)c1ccc(Br)s1)C(=O)O (stereo not drawn),1.0,0.9,-11,2,0.2,12,1.3,0.9,14,0.9,8
Cc1ccc2nc(N3CCOCC3)c(C=O)c(=O)n2c1,0.2,1.1,1,-4,-0.2,-14,0.9,1,7,1,2
O=C(O)CNC1=NCCC1,nt,1,-2,nt,nt,1,nt,1,2,1.1,nt
O=C(c1ccc(N2CCCCC2)c([N+](=O)[O-])c1)N1CCN(c2ccccn2)CC1,-0.9,0.9,-1,-9,-0.5,7,1.6,1,-4,0.9,9
COCC1CCN(C(=O)c2cc(COc3ccc4ncccc4c3)on2)CC1,-1.3,0.9,16,-1,-0.1,6,3.2,0.9,6,1,-1
CC(C)NC(=O)Cn1nnc(-c2ccc(Cl)cc2)n1,-0.7,1,7,-7,-0.2,-1,2.5,1.1,4,1.1,2
CN(C)S(=O)(=O)c1ccc(C(=O)Nc2ccc(OCC(=O)N3CCOCC3)cc2)cc1,1.3,0.9,2,-3,-0.3,14,0.7,1,2,1,-1
O=C(Nc1nc2c(Cl)cccc2s1)c1ccc(Br)o1,0.6,1,-15,2,-0.3,3,3.9,0.9,-4,1.1,-14
C=CCNc1oc(COc2ccc(C)cc2)nc1C#N,-3.0,1.1,-16,4,-0.3,-7,1.2,1.1,-4,1.1,-16
Cc1csc(SCC(=O)Nc2c(C)n(C)n(-c3ccccc3)c2=O)n1,0.8,1,-36,-4,0.2,0,1.5,0.9,1,1,-6
CS(=O)(=O)N(CC(=O)Nc1cccc([N+](=O)[O-])c1)c1ccccc1F,-0.8,0.9,-5,10,-0.3,11,1.6,0.8,13,0.9,10
O=c1c2c(nc3nc(SCc4ccccc4)[nH]n13)CCC2,-0.8,0.9,-22,-5,-0.2,7,-0.1,1,17,1,-3
# Later entries:
SMILES,DTT redox prof,Diaph act CS,S1P3 antag,Lmaj promast,Hsp70 activator,Diaphorase inh,RAM inhibit,PMI activator,G6PDH CS,PMI act satM6P,TLR4-MyD88 BLA
Cc1ccc(-c2cc(C(=O)NCc3ccccn3)c3ccccc3n2)cc1,-0.9,0.8,nt,25,0.5,18,-0.7,0.8,-17,0.8,-24
Brc1ccccc1-c1nnc(COc2ncnc3c2cnn3-c2ccccc2)o1,-0.2,1,30,4,0.2,-5,4.2,1,10,1.1,-1
CC(C)(O)C#Cc1ccccc1C(=O)NC(CC(N)=O)C(=O)O (stereo not drawn),3.1,0.9,-11,-1,0.1,8,2.1,0.9,3,1,10
COc1ccc(/C=N/NC(=O)c2ccc(CN3c4cccc5cccc(c45)S3(=O)=O)cc2)cc1,0.0,0.9,-1,82*,-0.4,14,2.2,1,1,0.8,-3
COCCSc1nnc(NS(=O)(=O)c2ccc(F)cc2)s1,-0.5,1,-12,-4,0.0,0,0.4,1.1,11,1.1,9
O=C(CSc1nnnn1-c1ccc(F)cc1)c1ccc(O)c(O)c1,-0.8,0.5,14,-4,0.2,50*,3.5,0.7,14,1,-3
CN(C)S(=O)(=O)c1cccc(C(=O)C2=C3SC=C(c4ccccc4)N3CC2)c1,1.0,0.8,nt,13,-0.3,25,3.0,0.8,1,0.8,-4
O=[N+]([O-])c1c(NCCO)cc(N2CCC3(CC2)OCCO3)c2nonc12,-0.1,0.4,2,11,-0.1,55*,2.1,0.4,23,0.3,3
CCC1C(=O)Nc2nc(-c3ccccc3)c(-c3ccccc3)n2N=C1C (stereo not drawn),0.0,0.8,nt,5,-0.6,18,-0.1,0.9,-2,0.9,0
CC(C)(C)C1=NN(c2ccc([N+](=O)[O-])cc2)C(c2ccccc2)C1 (stereo not drawn),0.4,0.9,-5,11,-0.3,12,7.0,1.1,5,1,-1
COc1ccc(S(=O)(=O)Nc2ccc(NC(C)=O)cc2)cc1OC,2.8,0.9,-1,-4,0.2,10,1.5,0.9,-7,0.9,16
COc1ccc(/C=C2\NC(=S)N(CC3CCCO3)C2=O)c(OC)c1C (stereo not drawn),0.2,0.9,nt,-1,-0.3,13,0.1,0.9,0,0.9,-6
CC1Cc2ccccc2N1CC(=O)NCc1ccc2c(c1)OCO2 (stereo not drawn),0.6,0.8,-14,-1,-0.5,16,-0.9,0.9,-4,1,0
Cc1ncc2c(c1OC(=O)c1ccccc1)COC(C)(C)OC2,0.1,1,nt,-1,-0.4,0,-1.2,1.1,-4,1.1,-3
O=C(O)c1ccccc1-n1c(-c2ccccc2)cc2c1CCCC2=O,-0.2,0.9,-9,-5,0.0,15,-0.2,0.9,12,0.9,-5
CC(NCC1(N2CCOCC2)CCCCC1)C(=O)Nc1ccc(Cl)cc1Cl (stereo not drawn),-0.3,1,3,19,0.6,1,-0.1,1.1,0,1.2,-3
CCCC(C)C(=O)NCc1ccc2c(c1)OCO2 (stereo not drawn),0.0,0.9,nt,-3,-0.3,5,1.1,1,1,1,-4
CSc1cccc(NC(=O)CCc2ccccc2)c1,-0.1,0.9,-7,0,0.2,9,1.6,1,-1,1,0
CCOc1ccc(NC(=S)N2c3ccccc3CC2C)cc1 (stereo not drawn),-0.7,1,3,10,-0.1,3,0.1,0.9,3,0.9,-8
Cc1ccc(OCc2nnc(SCC(=O)c3cccs3)n2-c2ccccc2)cc1C,2.2,0.8,nt,-6,0.3,22,4.2,0.8,9,0.8,-1
Cc1ccc(C2(C)NC(=O)N(CC(=O)Nc3c(C)n(C)n(-c4ccccc4)c3=O)C2=O)cc1 (stereo not drawn),0.5,0.8,-1,-8,-0.5,18,-0.8,1,7,0.9,8
O=C(Cc1coc2ccc3ccccc3c12)NC1CCCc2ccccc21 (stereo not drawn),0.2,0.8,3,39,-0.4,16,3.4,0.9,-15,0.9,-5
CCN1CCN(C(C(=O)NC2CCCCC2)c2ccc(Cl)cc2)CC1 (stereo not drawn),0.0,1,nt,25,-0.5,2,1.0,0.9,2,1,-12
N#Cc1ccccc1NC(=O)COC(=O)c1ccc(S(=O)(=O)N2CCCC2)cc1,1.4,0.8,-10,-4,1.3,25,1.2,1,4,0.9,-17
O=C(CN1CCN(c2ccccc2F)CC1)N1N=CCC1c1ccccc1 (stereo not drawn),-0.3,0.9,9,-8,-0.3,11,0.0,1.2,15,1.1,2
CSCCC(NS(=O)(=O)c1ccccc1F)C(=O)OCc1ccccc1Cl (stereo not drawn),-1.0,0.8,-10,75*,-0.3,16,8.3,1,20,0.9,4
COc1cc(/C=N/Nc2cccc(C)c2)cc(Br)c1O,0.2,0.8,-14,-4,0.0,19,1.4,1.7,2,2.4*,-1
CCN(CC)CCNC1=CC(=O)OC12CCCCC2,0.8,0.9,nt,-2,-0.6,12,0.1,1,7,1.1,-2

# Compound profiles (already shown). Order of screens: DTT redox prof	Diaph act CS	S1P3 antag	Lmaj promast	Hsp70 activator	Diaphorase inh	RAM inhibit	PMI activator	G6PDH CS	PMI act satM6P	TLR4-MyD88 BLA
# Listed for CN(C)S(=O)(=O)c1ccc(C(=O)Nc2ccc(OCC(=O)N3CCOCC3)cc2)cc1 → 1.3	0.9	2	-3	-0.3	14	0.7	1	2	1	-1
# Listed for Cc1ccc(C(=O)NC(=C(Cl)Cl)S(=O)(=O)c2ccc(C)cc2)cc1 → 0.0	0.9	-9	62*	0.1	10	4.5	1	-4	1.1	6
